Pol eta inh – inhibitors of human DNA polymerase eta; 390,000 compounds, 1.2% hits; Potency, µM (titrated, usually from 114 µM), for the others: top-dose activity change, negative = inhibition, actives largely listed as inhibitors; AID 588591; Q9Y253; recombinant Pol eta, fluorescent DNA replication assay; note: potency is the fitted concentration of half-maximal effect; % is set by controls: 0 for no effect and ±100 for the full control effect
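Fluorescent replication assay: 50 nM final substrate added after a 15 min room-temperature compound preincubation with 10 nM enzyme. Signal taken at 0 min and again at 10 min.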
ERG-DNA inh – blocks human ERG Ets domain binding to DNA | AID 624246 | P11308 | Potency, µM (series often up to 76.9 µM), for inactives: at the top dose FP activity, negative = inhibition, actives largely listed as inhibitors | 370,000 compounds, 0.028% hits | fluorescence polarization, His-ERG Ets domain / labelled DNA; active = well fitted inhibition curve with a large enough effect in the polarisation, with a control signal flat; inconclusive = small, poorly fitted or top-dose-only effect, or effect the other way, or a change in a side signal; inactive = no such curve, though single readings can be large or run the other way; the % refers to the polarisation;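 note: polarization taken with two DNA probes labelled with fluorescein and Texas red; potency is the fitted concentration of half-maximal effect; % of control where 0% means no effect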
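His-tagged ERG Ets domain (1 uM in the protein solution; 300mM KCl, 50mM Tris-HCl, 1mM EDTA, 1mM DTT, pH 7.5) received compound, then a probe mix of 5 nM fluorescein-DNA and 100nM Texas-615-DNA. Fluorescence polarization was read for both dyes.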
APE1 inh – inhibitors of human APE1 endonuclease; P27695; recombinant APE1, TAMRA/BHQ-2 abasic DNA cleavage fluorescence; Potency, µM (series often up to 65.8 µM), for inactives: at the highest dose activity change, negative = inhibition, actives largely listed as inhibitors; 350,000 compounds, 0.35% hits;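 note: potency is the fitted concentration of half-maximal effect; plate controls were vehicle for no effect and reference inhibitor for full effect; nearly all actives have a fitted effect of over 55% in size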
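Endonuclease cleavage of a quenched abasic-site DNA duplex (50 nM) by APE1 (0.75 nM) was tracked by TAMRA dequenching. Compounds were preincubated with enzyme 15 min at room temperature; data normalized to buffer-only and DMSO wells plus NSC13755 control.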
Pol kappa inh – inhibitors of human DNA polymerase kappa. Q9UBT6. purified Pol kappa, fluorescent DNA synthesis assay, 10 min. Potency, µM (highest dose often 107 µM), for inactives: top-dose activity, negative = inhibition, actives largely listed as inhibitors. 400,000 compounds, 0.53% hits; note: potency is the fitted concentration of half-maximal effect; % is set by controls: 0 for no effect and ±100 for the full control effect
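Here, compound and 10 nM enzyme are combined for 15 min at room temperature; adding 50 nM substrate (final) starts DNA synthesis, tracked by fluorescence at 0 and 10 min against buffer-only wells.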
LDHA inh – inhibitors of human lactate dehydrogenase A. AID 1347041. P00338. 480,000 compounds, 0.15% hits. activity change, % (values are at about 110 or 230 µM). purified LDHA, NADH/diaphorase-resazurin fluorescence; stronger effect = lower value; in the data active = activity change below about -30%; inconclusive = mostly about -25% to -30%;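 note: plate controls were DMSO wells for no effect and wells without enzyme for full effect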
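Resorufin fluorescence (ex540/em590), read at 0 and 20 min after diaphorase/resazurin addition, reports the NADH left after a 5 min room-temperature reaction of 2 nM human LDH5 with 0.06 mM NADH and 0.2 mM pyruvate.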
12-LOX inh – ALOX12 (human) lipoxygenase inhibition; P18054; purified 12hLO, xylenol orange hydroperoxide absorbance; Potency, µM (highest dose often 108 µM), for inactives: at the highest dose activity change, negative = inhibition, hits mostly inhibitors; 580,000 compounds, 1.1% hits; note: potency is the fitted concentration of half-maximal effect; % is set by controls: 0 for no effect and ±100 for the full control effect
Target sequence (P18054 whole entry, looked up): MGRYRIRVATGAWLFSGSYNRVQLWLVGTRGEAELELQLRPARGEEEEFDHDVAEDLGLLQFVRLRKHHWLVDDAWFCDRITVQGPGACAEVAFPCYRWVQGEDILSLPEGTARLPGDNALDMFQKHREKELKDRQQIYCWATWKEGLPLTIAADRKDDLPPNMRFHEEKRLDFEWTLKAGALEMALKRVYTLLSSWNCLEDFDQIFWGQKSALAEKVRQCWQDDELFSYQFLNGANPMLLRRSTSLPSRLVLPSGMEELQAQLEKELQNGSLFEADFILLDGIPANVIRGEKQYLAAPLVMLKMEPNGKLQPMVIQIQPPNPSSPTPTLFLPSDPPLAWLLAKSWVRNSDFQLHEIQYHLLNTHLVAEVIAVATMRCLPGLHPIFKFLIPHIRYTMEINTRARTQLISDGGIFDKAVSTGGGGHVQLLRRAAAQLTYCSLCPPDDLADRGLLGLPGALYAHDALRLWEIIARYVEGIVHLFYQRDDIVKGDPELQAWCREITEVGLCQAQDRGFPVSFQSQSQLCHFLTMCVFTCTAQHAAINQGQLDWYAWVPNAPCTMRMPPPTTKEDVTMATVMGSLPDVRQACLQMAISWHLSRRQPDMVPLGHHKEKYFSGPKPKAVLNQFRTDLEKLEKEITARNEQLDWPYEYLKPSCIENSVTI
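Hydroperoxide product was detected by ferrous iron/xylenol orange as the 573 to 405 nm absorbance ratio. Arachidonic acid at 40 uM (final) was turned over for 30 min at room temperature by 150 nM human 12hLO, pH 7.0 Hepes buffer, after 15 min compound preincubation.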
RGS4 inh – human RGS4 inhibition | P49798 | Transcreener GDP fluorescence polarization, RGS4-accelerated GTP hydrolysis | Potency, µM (doses to about 114 µM), for inactives: top-dose activity change, negative = inhibition, hits mostly inhibitors | 390,000 compounds, 0.039% hits | AID 504845; note: potency is the fitted concentration of half-maximal effect; % is set by controls: 0 for no effect and ±100 for the full control effect; nearly all actives have a fitted effect of over 75% in size; some results filed as inactive show a strong effect at the top dose
Target sequence (P49798 whole entry, looked up): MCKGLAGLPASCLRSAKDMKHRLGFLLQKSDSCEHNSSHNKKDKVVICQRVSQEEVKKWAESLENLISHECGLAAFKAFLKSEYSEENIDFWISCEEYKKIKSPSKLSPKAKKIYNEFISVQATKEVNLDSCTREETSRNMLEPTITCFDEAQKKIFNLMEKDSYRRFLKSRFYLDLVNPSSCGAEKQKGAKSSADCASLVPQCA
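MLSMR compounds (23 nl, pin-transferred) preincubated 10 min at room temperature with a 500nM (2x) first reagent, then RGS4 at 900nM (2x) plus Transcreener GDP mix added; fluorescence polarization (620/688 nm) read before and after 90 min at 30 °C.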
Anesthetic bind – candidate novel general anesthetic via apoferritin binding | P02791 | apoferritin/1-aminoanthracene competitive binding, fluorescence | Potency, µM (top dose mostly 77.5 µM), without a hit: at the top dose activity change, negative = displacement, usual class: inhibitors | 350,000 compounds, 0.074% hits; note: potency is the fitted concentration of half-maximal effect; % is set by controls: 0 for no effect and ±100 for the full control effect; nearly all actives have a fitted effect of over 20% in size
Target sequence (P02791 2-175 limits assumed): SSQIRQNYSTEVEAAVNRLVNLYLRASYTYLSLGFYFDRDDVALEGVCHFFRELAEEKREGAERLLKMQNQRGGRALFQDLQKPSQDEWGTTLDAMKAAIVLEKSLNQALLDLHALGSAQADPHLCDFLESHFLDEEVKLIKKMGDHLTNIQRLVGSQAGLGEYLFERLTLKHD
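Steps: apoferritin (10 uM) was premixed with half-saturated 1-AMA in PBS, compounds were pin-transferred, plates stood 10 min at room temperature, fluorescence was read at 380/535 nm, and curves were fitted with a Hill equation.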
Pol beta inh – inhibitors of human DNA polymerase beta | P06746 | Pol beta primer extension/strand displacement, fluorescence kinetic | Potency, µM (highest dose often 114 µM), for inactives: at the highest dose activity change, negative = inhibition, hits mostly inhibitors | 340,000 compounds, 1.3% hits | AID 485314; note: potency is the fitted concentration of half-maximal effect; % is set by controls: 0 for no effect and ±100 for the full control effect
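Reaction started by 50 nM substrate onto compound-treated Pol beta (10 nM, 15 min preincubation, room temperature); plates read at 0 min and 10 min. Normalized concentration-effect data fitted by four-parameter Hill equation.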
* hit, by the source's call; i = inactive; u = inconclusive; x = not tested or not shown; & = joins results of further samples; [ ] = another dose, or the depositor's remark. Unless noted, calls come from the whole dose curve; as a rule, active = well fitted curve in the direction sought with a large enough effect; inconclusive = small, poorly fitted or top-dose-only effect, or another doubt; inactive = no such curve, though single readings can be large; an effect the other way counts as inactive or inconclusive. Some of the compounds tested; the hit share may differ from the screen's.

SMILES | Pol eta inh | ERG-DNA inh | APE1 inh | Pol kappa inh | LDHA inh | 12-LOX inh | RGS4 inh | Anesthetic bind | Pol beta inh
Cc1csc(SCC(=O)NCc2ccccc2)n1 | -16% | 6% | 2% | 11% | 1 | 65%[activator] | -14% | -4% | -13%
CC(C)c1cc(C(=O)N2CCN(C(c3ccccc3)c3ccccc3)CC2)no1 | -8% | 7% | 0% | -4% | -4 | -8% | 7% | 1% | 13%
CC(Sc1ccc2nnc(-c3ccc(F)cc3)n2n1)C(=O)O (centres undefined) | -14% | 5% | -5% | 0% | -10 | u | -9% | -4% | -1%
O=c1c2ccccc2nc2n1C(CSCc1ccc(Cl)cc1Cl)CS2 (centres undefined) | -13% | 3% | -2% | 1% | -2 | 22% | -10% | -15% | 20%
Nc1nnc(SCc2nc3scc(-c4ccccc4)c3c(=O)[nH]2)s1 | -4% | -5% | u | u | -4 | 24% | -22% | -12% | 4%
COc1ccc(-c2nn(-c3ccccc3C)cc2CNCCc2cnc[nH]2)cc1F | -8% | -5% | -2% | 1% | -5 | 27% | 6% | -17% | 3%
CCn1nc(NS(=O)(=O)c2ccc([N+](=O)[O-])cc2)c2cc3ccc(C)cc3nc21 | 2% | 6% | 0% | -2% | 3 | -2% | -8% | 1% | -2%
CCn1cc(CN2CCc3c([nH]c4ccccc34)C2c2cccc(OC)c2OC)c(C)n1 (centres undefined) | -25% | 5% | 15% | -6% | -2 | 6% | -35% | 5% | 33%
CCC(CC)C(=O)NCc1nc2cccnc2n1Cc1ccc(F)cc1 | 0% | -9% | x | -12%[60.1 µM] | -8 | -6% | -4% | -3% | -23%
Cc1ccc(NC(=O)Cn2ncc3c([nH]c4ccccc43)c2=O)cc1Cl | -6% | 4% | 77%[activator] | -3% | -3 | 5% | -14%[56.9 µM] | -5% | 12%
CC(C)C(OC(=O)c1cccs1)C(=O)NCc1ccc2c(c1)OCO2 (centres undefined) | -4% | 8% | -2% | -15% | -1 | -29% | -8% | 2% | -3%
CCOC(=O)c1c(NC(=O)COC(=O)CCOc2cc(C)ccc2C)sc(C(=O)N(C)C)c1C | -26% | -9% | x | -9% | -2 | u | -30% | x | x
CCOc1ccc(NC2=NC(C(=O)NCc3ccccc3)CC(=O)N2)cc1 (centres undefined) | 7% | 0% | -4% | -1% | -10 | 0% | 15% | -10% | -1%
Cc1ccc2c(c1)cc1c(=O)[nH]ncn12 | -11% | -12% | -2% | -4% | 2 | -52% | -23% | -11% | 20%
CC(=O)Nc1ccc(S(=O)(=O)N(C)CC(=O)NCCC2=CCCCC2)cc1 | -12% | 14% | -17% | 6% | 0 | 155%[activator] | 2% | -10% | 2%
Cc1ccc(C)c(S(=O)(=O)N2CCCOC2CNC(=O)C(=O)NCCCn2ccnc2)c1 (centres undefined) | -10% | -3% | 2% | -6% | 17 | 3% | 11% | -9% | 3%
Cc1cccc(NS(=O)(=O)c2c(C)n[nH]c2C)c1 | -9% | x | -6% | -4%[60.1 µM] | -11 | 16% | -6% | -18% | 21%
Cc1ccsc1C(=O)N/N=C/c1ccc([N+](=O)[O-])cc1 | -8% | -4% | 5% | -5% | -9 | 1% | -11% | -7% | -2%
Cc1ccc(NCc2nnc(SCC(=O)N3CCc4ccccc43)n2C)cc1 | -12% | 0% | 6% | 0% | 0 | -10% | -2% | -12% | 2%
CCN(c1ccccc1)S(=O)(=O)c1ccc2[nH]c(=O)[nH]c2c1 | -11% | 8% | 6% | -3% | 6 | -9% | -13% | -16% | -24%
COc1ccc(OC)c(C2=NOC(C(=O)Nc3ccccc3SC)C2)c1 (centres undefined) | -11% | 5% | -3% | 5% | 3 | -12% | -32% | -13% | -14%
COc1cc(-c2noc(C)c2C(=O)N[C@@H](CO)Cc2ccccc2)cc(OC)c1OC | -6% | -5% | x | -7% | 0 | 8% | -13% | x | x
Cc1ccc(OCC(=O)Nc2ccc3oc(=O)ccc3c2)c(C)c1 | -3% | 2% | 5% | -14% | -8 | -17% | -4% | -5% | -3%
Cc1cc(NC(=O)C(C)SCC(=O)Nc2ccccc2N2CCCCC2)no1 (centres undefined) | -5% | -5% | 34% | -21% | -1 | u | -20% | x | x
Cc1ccccc1OCc1n[nH]c(=S)n1-c1cccc(Cl)c1 | -9% | -9% | 40% | -1% | -5 | -3% | -39% | -9% | 12%
Continued:
SMILES | Pol eta inh | ERG-DNA inh | APE1 inh | Pol kappa inh | LDHA inh | 12-LOX inh | RGS4 inh | Anesthetic bind | Pol beta inh
CC1(C)C[C@H]2C3=CCC4[C@@]5(C)CC[C@H](O)[C@](C)(CO)C5CC[C@@]4(C)[C@]3(C)CC[C@@]2(C)[C@H](O)[C@@H]1O (some centres undefined) | -7% | 5% | 8% | 19% | 3 | 12% | -24% | x | x
O=C(CCl)c1ccc2[nH]c(=O)oc2c1 | 45µM* | 4% | -1% | -23% | -7 | u | 5% | -4% | -21%
CC(C)(C)NC(=O)CCCSc1nc2ccccc2s1 | -19% | -11% | 0% | -9% | -6 | 1% | -48% | -8% | 2%
Cn1c2c(c3ccccc31)CCN1CCC[C@]21c1ccccc1 | -12% | -13% | -4% | -4% | 4 | 0% | -12% | 6% | 8%
COc1ccc(Cn2c(N)c(C#N)c3nc4ccccc4nc32)cc1 | -8% | x | 5% | 3% | 8 | 2% | u | 48%[activator] | 44%
Cc1ccc(N2CCN(c3ncccc3[N+](=O)[O-])CC2)c(C)c1 | -14% | 3% | 20% | -24% | -3 | -1% | -3% | 2% | u
O=C(O)c1ccc(S(=O)(=O)c2ccc3c(c2)C(=O)N(CC2CCCO2)C3=O)cc1 (centres undefined) | -5% | 1% | -3% | -9% | -2 | -26% | 21% | -9% | -10%
CN(C)CCCNC(=O)c1ccc(/C=N/O)nc1 | 0% | -8% | 4% | -17% | 0 | 3% | 10% | -12% | -1%
Cc1ccc(C(=O)NCC(c2ccco2)N2CCc3ccccc32)cc1C (centres undefined) | -15% | 9% | 33% | -6% | 3 | -28% | -39% | x | x
O=C(N/N=C/c1cc(Br)c(Br)o1)C(O)c1ccccc1 (centres undefined) | 50µM* | -6% | u | -39% | 2 | -16% | 12% | -1% | 22µM*
S=C(NC1CCCCC1)N1CCc2ccccc2C1 | -15% | x | 2% | -7% | -1 | -26% | -14% | 1% | 8%
CCc1ccccc1NC1Nc2cc(C)nn2S1 (centres undefined) | -20% | -7% | -4% | 7% | -1 | u | -19% | -5% | 6%
CCN(CC(=O)Nc1ccc2c(c1)OCCO2)S(=O)(=O)c1ccccc1 | -15% | -1% | 8% | -18% | -9 | 209%[activator] | 11% | -13% | 2%
O=C(CN1CCN(C(=O)c2cncn2-c2ccccc2)CC1)Nc1ccccc1Cl | -24% | -1%[15.4 µM] | 11% | -1% | -4 | -34% | -23% | x | x
COCCNC(C)C(=O)C12CC3CC(CC(C3)C1)C2 (centres undefined) | 2% | x | -27% | -12%[60.1 µM] | 0&2 | 5%&13% | 14% | -19% | 21%
C=CCn1c(-c2ccc(S(=O)(=O)N3CCOCC3)cc2)csc1=Nc1ccccc1 | -17% | 0% | -2% | 5% | -3 | -23% | -12% | -4% | 1%
Cc1cc(C(=O)Nc2c(C)nn(Cc3ccc(Cl)cc3)c2C)no1 | -1% | 11% | 3% | -6% | -4 | 11% | -26% | -8% | 42%
CCOCC(=O)Nc1ccccc1C(=O)O | -6% | -3% | 1% | -3% | 0 | -54% | -22% | 0% | u
COc1ccc(C(=O)NCC(c2ccc(N(C)C)cc2)N2CCOCC2)cc1 (centres undefined) | -21% | 0% | x | -3%[60.1 µM] | 4 | -5% | -5% | -1% | -24%
CCOC(=O)c1c(C)oc2c1c(C(c1ccccc1)N1CCOCC1)c(O)c1ccccc12 (centres undefined) | -17% | 2% | 2% | -6% | 10 | -10% | -12% | -21% | 0%
CC(C)(C)NS(=O)(=O)c1ccc2nc(NC(=O)c3ccc(N4C(=O)CCC4=O)cc3)sc2c1 | -25% | 7% | -1% | -6% | 0 | 0% | 6%[56.9 µM] | -12% | 25%
CN(C)C(=O)N(CCCN1CCOCC1)Cc1cccc2ccccc12 | -8% | 5% | 1% | -1% | 4 | u | -36% | 2% | 1%
COc1ccccc1NS(=O)(=O)c1cc(C(=O)NCc2ccncc2)ccc1C | 2% | 14% | 9% | -20% | -1 | 2% | 32% | x | x
CC1=Nc2ccccc2/C1=C/c1sc(=S)n(-c2cccc(C(=O)O)c2)c1O | 35µM* | 5% | -2% | u | -9 | u | -34% | u | -22%
Cc1scc(C(=O)N/N=C/c2ccco2)c1C | -3% | 4% | 3% | 2% | -4 | 2% | 10% | -16% | 1%
CN(CCCNC(=O)c1cccc(N2CCCC2=O)c1)c1ccccc1 | -2% | 7% | 3% | -1% | 4 | i | -16% | -18% | -27%
